# ATXN viability – reduces viability in counter-screen for ATXN expression inhibitors; S2 cells (HEK-293 line with an ATXN2-luciferase reporter) viability, CellTiter-Fluor protease fluorescence, 24 h; Potency, µM (titrated, usually from 56.7 µM), most hits filed as cytotoxic; 400,000 compounds, 0.49% hits; further: potency means the concentration at half of the fitted maximal effect; nearly all actives have a fitted effect of over 40% in size
# HepG2 tox – counter-screen for TGF-b inhibitors: cytotoxicity in HepG2 cells. 410,000 compounds, 0.76% hits. Potency, µM (series often up to 46.1 µM), for the others: at the top dose activity change, negative = cytotoxicity, usual class: cytotoxic. HepG2 CAGA-GFP viability, ATP luminescence, 18 h; further: potency means the concentration at half of the fitted maximal effect; some results filed as inactive show a strong effect at the top dose
#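 CellTiter-Glo luminescence gave cytotoxicity after 18 hours at 37 degrees C. The cells were HepG2 CAGA-GFP in 1% FBS DMEM, stimulated with 500 pg/mL TGF-beta after compound addition. %Activity was normalised to no-cell wells (complete cell-killing) and DMSO (no toxicity), and curves were fitted and classified.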
# SW480 rereplic – DNA re-replication induction in SW480 cells. SW480 DNA re-replication, Hoechst DNA content imaging, 48 h. Potency, µM (doses to about 46.1 µM), for the others: at the top dose re-replication activation, most hits filed as activators. 340,000 compounds, 1.8% hits. AID 624297; further: potency means the concentration at half of the fitted maximal effect; % of control where 0% means no effect; nearly all actives have a fitted effect of over 55% in size
#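 Treated cells incubate 48 hr (37 C, 5% CO2), are stained 40 min with Hoechst, and nuclear fluorescence is enumerated; a rise in nuclei with high DNA signal marks re-replication.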
# KB-3-1 tox – kills parental KB-3-1 adenocarcinoma cells | Potency, µM (doses to about 46.1 µM), without a hit: at the highest dose activity change, negative = cytotoxic, most hits filed as cytotoxic | KB-3-1 viability, CellTiter-Glo ATP luminescence, 72 h | 400,000 compounds, 1.4% hits; further: potency means the concentration at half of the fitted maximal effect; on the % scale 0 is the no-effect control and ±100 the full control effect; nearly all actives have a fitted effect of over 60% in size
#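 Cells are dispensed, compounds pinned in, plates held at 37 °C for 72 h, then CellTiter-Glo is added and luminescence read after 10 minutes. Cell line: parental KB-3-1 in phenol-red-free DMEM, 10% FBS.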
# IL1B secr inh – inhibitors of inflammasome signaling (IL-1 beta secretion); activity change, % at 57.5 µM; 360,000 compounds, 4.7% hits; THP-1 LPS/ATP IL-1B secretion, AlphaLISA, 16 h; active compounds read low; in the data active means activity change below about -50%; inconclusive means mostly about -30% to -49%; further: on the % scale 0 is the no-effect control and ±100 the full control effect
#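 Secreted IL-1B measured by AlphaLISA bead assay after 16 h compound exposure of THP-1 cells; compounds (final up to 57.5 uM) added 1 h before LPS (250 ng/mL) and ATP (1.25 mM) stimulation; lower signal means less secretion.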
# HT1080-NT tox – kills 2HG-producing HT-1080-NT fibrosarcoma cells; HT-1080-NT fibrosarcoma viability, CellTiter-Glo ATP luminescence, 48 h; Potency, µM (highest dose often 46.1 µM), for the others: at the highest dose activity, negative = less viability, actives largely listed as cytotoxic; 360,000 compounds, 1.6% hits;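 further: NT is the 2HG producing partner of a matched IDH1 knockdown line; potency means the concentration at half of the fitted maximal effect; 0% = DMSO-treated cells and -100% = media-only wells without cells; nearly all actives have a fitted effect of over 55% in size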
#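 Luminescent CellTiter-Glo readout after 48 hours of compound exposure at 37 degrees C defined viability of HT-1080-NT cells. Activity was normalized to DMSO wells and cell-free media wells; concentration-response curves were fitted and assigned curve classes.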
# ATXN2 expr inh – ATXN2 expression inhibition. HEK-293 ATXN2-luciferase reporter, luminescence, 24 h. Potency, µM (top dose mostly 57 µM), for the others: top-dose activity change, negative = inhibition, actives largely listed as inhibitors. 360,000 compounds, 0.72% hits; further: potency means the concentration at half of the fitted maximal effect; on the % scale 0 is the no-effect control and ±100 the full control effect; nearly all actives have a fitted effect of over 55% in size
#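 qHTS (up to 57 uM final) was run with 24 h compound exposure of reporter cells at 37 °C. Each well was multiplexed: SteadyGlo luminescence measured ATXN2-luciferase expression after a fluorogenic Gly-Phe-AFC viability readout (25 uM final).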
# MCF10A rereplic – induces DNA re-replication in MCF 10a normal breast cells. AID 624296. MCF 10A DNA re-replication, Hoechst nuclear intensity, 48 h. 350,000 compounds, 2.9% hits. Potency, µM (top dose mostly 46.1 µM), without a hit: top-dose activity, positive = re-replication, hits mostly activators; further: potency means the concentration at half of the fitted maximal effect; % of control where 0% means no effect; nearly all actives have a fitted effect of over 50% in size
# HT1080 IDH1KD tx – kills HT-1080 cells with IDH1 knockdown; 360,000 compounds, 2% hits; Potency, µM (highest dose often 46.1 µM), for inactives: at the top dose activity, negative = toxicity, usual class: cytotoxic; HT-1080 IDH1 knockdown viability, ATP luminescence, 48 h; AID 686971;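 further: potency means the concentration at half of the fitted maximal effect; 0% = DMSO wells and -100% = cell-free medium wells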
#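 % activity derives from luminescence (CellTiter-Glo), normalised to DMSO and no-cell wells. HT-1080-IDH1KD cells, 750/well, had 48 h compound exposure at 37 °C.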
# The depositor's hits bear a star; i = inactive; ? = inconclusive; . = not tested or not shown; [ ] = another dose, or the depositor's remark. Unless noted, the call rests on the fitted dose curve; in most records, active means well fitted curve in the direction sought with a large enough effect; inconclusive means small, poorly fitted or top-dose-only effect, or another doubt; inactive means no such curve, though single readings can be large; an effect the other way counts as inactive or inconclusive.
# Results follow in this order: IL1B secr inh | KB-3-1 tox | MCF10A rereplic | HepG2 tox | ATXN2 expr inh | SW480 rereplic | ATXN viability | HT1080-NT tox | HT1080 IDH1KD tx
N#Cc1ccc(C(=O)OCC(=O)N2CCCC2)cc1
→ 5.0 | 0.2% | -1.9% | 10.1% | 0.7% | -7.6% | i | ? | 25.3%
COC(=O)C1CCN(C(=O)COC(=O)COc2ccc(C#N)cc2)CC1
→ 0.0 | 2.8% | 0.0% | -3.7% | . | 0.5% | i | -10.0% | -3.3%
CSc1nn(CC(=O)Nc2ccc(C)cc2C)c(N)c1S(=O)(=O)c1ccc(Cl)cc1
→ . | -1.0% | . | -37.0% | ? | . | ? | . | .
CN(CC(=O)Nc1ccc(Cl)cc1)C(=O)c1ccc(COc2ccccc2)cc1
→ 6.0 | -1.5% | ? | -37.2% | -34.9% | 12.6% | i | ? | -26.8%
O=C(C1=C[C@@H](c2coc3ccccc3c2=O)C[C@@H](OCc2ccc(CO)cc2)O1)N1CCOCC1
→ -5.1 | 1.4% | -21.8% | -7.4% | 0.9% | -5.6% | i | 0.0% | 1.7%
CCCCC1C2C(=O)N(c3ccc(C)cc3)C(=O)C2ON1c1ccccc1 (configuration not stated)
→ 2.7 | -9.8% | -3.4% | -4.5% | . | -79.4%[inhibitor] | i | 0.3% | 21.0%
CC1=CC(C)C(COC(=O)CN2CCCCC2)C(C)C1 (configuration not stated)
→ 26.5 | -23.9% | -1.3% | -8.3% | -2.8% | 9.0% | i | 10.9% | 8.2%
O=C(OCC(=O)N1CCOCC1)c1cc2ccccc2oc1=O
→ -14.6 | -1.6% | 10.4% | 8.6% | 1.6% | 22.5% | i | 5.6% | 1.4%
COc1ccc(CCNC(=O)c2ccc(Cl)c(S(=O)(=O)N(C)c3ccccc3)c2)cc1
→ ? | -19.1% | 10.2% | -15.4% | -34.0% | 3.5% | i | -11.1% | -22.3%
CCc1ccccc1NC(=O)c1oc(=O)c2ccccc2c1-c1ccccc1
→ . | 0.2% | . | -26.3% | 6.6% | . | i | . | .
COc1ccc(-c2noc(C(=O)NCc3ccc(F)cc3)n2)cc1OC
→ -15.4 | -3.8% | -6.0% | -5.0% | ? | -5.3% | i | -7.6% | -2.6%
NC(=O)c1cc2cc(Br)ccc2o/c1=N/NC(=O)c1cccc(F)c1
→ -25.5 | 22.2% | -3.1% | 15.9% | -0.2% | ? | i | -4.0% | 2.1%
O=C(Cc1cccc([N+](=O)[O-])c1)Nc1ccc(C(=O)N2CCCCC2)cc1
→ ? | -0.5% | 5.8% | 8.3% | 7.9% | -3.6% | i | -2.3% | -2.4%
N#Cc1ccc(Oc2ncccn2)cc1
→ 13.8 | -8.6% | 2.0% | 13.6% | -20.6% | -7.2% | i | 14.8% | 16.4%
COC(=O)Cn1c(SCc2ccccc2)nc2ccccc21
→ -12.6 | 2.3% | 19.5% | -5.7% | 64.6%[activator] | 3.3% | i | -3.8% | -1.8%
CCOC(=O)c1c(NC(=O)CN2C(=O)CN(C)C2=O)sc(C)c1C
→ 6.6 | 2.0% | 8.5% | -10.3% | 4.5% | -12.8% | i | -11.1% | -8.2%
CCOC(=O)CN1CC23C=CC(O2)C(C(=O)Nc2cc(OC)ccc2OC)C3C1=O (configuration not stated)
→ 8.4 | 1.7% | 2.0% | 2.3% | 0.4% | -2.9% | i | -1.6% | 10.8%
O=C(O)C1CCCCC1C(=O)NCc1ccc2c(c1)OCO2 (configuration not stated)
→ 7.1 | 5.5% | 14.0% | -0.5% | -2.8% | -9.3% | i | 16.8% | 23.6%
CCOc1ccc(-n2ccnc2SCC(=O)Nc2nnc(C)s2)cc1
→ 0.0 | -0.5% | -7.3% | 0.9% | -0.1% | 0.9% | i | -0.5% | -2.8%
O=C(Cc1ccccc1)N/N=C/c1cccc([N+](=O)[O-])c1
→ -7.6 | 8.5% | ? | -15.1% | -11.7% | 20.9% | i | 14.4% | 0.2%
Cc1nc([N+](=O)[O-])c(Br)n1CC(=O)c1cccc([N+](=O)[O-])c1
→ -97.9* | 2.0% | 20.6µM* | -30.2% | ? | ? | ? | -24.5% | ?
COc1ccc(-n2nnnc2CNC(=O)C(=O)c2c(C)[nH]c3ccccc23)cc1
→ -11.5 | 9.2% | 2.6% | 0.4% | -7.0% | -300.5%[inhibitor] | i | 1.4% | 0.2%
COc1ccc(CC(=O)Oc2ccccc2C)cc1
→ -17.9 | 11.4% | 2.7% | 9.4% | 4.9% | -3.3% | i | 13.6% | 9.9%
NS(=O)(=O)c1cccc(NC(=O)CSc2nnc(-c3ccccc3F)n2C2CC2)c1
→ -9.4 | -2.7% | -27.5% | 11.9% | -11.4% | ? | i | 14.1% | 6.4%
O=[N+]([O-])c1cc(Br)c(O)c(C=Nc2ccc(N3CCOCC3)cc2)c1
→ 29.7 | -3.5% | ? | -0.4% | 10.9% | 11.7% | i | -12.8% | -15.0%
CN(Cc1ccccc1)C(=O)CN1C(=O)NC(C)(c2ccc(Cl)cc2)C1=O (configuration not stated)
→ ? | 1.4% | -0.8% | 0.1% | -10.8% | -31.6%[inhibitor] | i | -10.5% | -8.7%
CC1CC(C)CN(CC(=O)Nc2ccc3c(c2)OCCO3)C1 (configuration not stated)
→ ? | -3.6% | -2.5% | -23.2% | 42.1%[activator] | 0.3% | i | -3.7% | 2.2%
Cc1cc(/C=C(/C#N)C(=O)O)c(C)n1CCC(C)C
→ 9.7 | 18.6% | ? | -19.4% | 9.8% | -94.0%[inhibitor] | i | -0.3% | -1.5%
O=C(c1ccccc1)N1CCCC(C(=O)N2CCCCCC2)C1 (configuration not stated)
→ 39.9 | 2.9% | 0.0% | -25.3% | 0.4% | -10.1% | i | -1.6% | -7.0%
CCCS(=O)(=O)NC(=O)C1(C)CCN(C(=O)c2ccnc(Cl)c2)C1 (configuration not stated)
→ 8.9 | 0.0% | . | -2.1% | 0.8% | . | i | 10.3% | 9.0%
COCCOC(=O)c1c(NC(=O)CN2c3ccccc3CC2C)sc(C(N)=O)c1C (configuration not stated)
→ 17.4 | -3.0% | 4.0% | -16.9% | -7.4% | 1.6% | i | -13.7% | -11.0%
COC(=O)CSc1nc2sc3c(c2c(=O)n1-c1ccc(OC)cc1)CCN(C)C3
→ -0.5 | 1.9% | -0.1% | 1.9% | 0.0% | 1.3% | i | 21.1% | 21.0%
O=C1CNCc2[nH]c3ccccc3c2N1c1ccccc1
→ 29.2 | -16.1% | ? | -11.2% | 2.5% | -0.6% | i | -9.3% | -7.0%
Cc1ccc2nc(-c3ccc(Cl)cc3)c(Cc3ccccc3C(F)(F)F)n2c1
→ -11.1 | -16.5% | . | -4.2% | 71.4%[activator] | . | i | 2.7% | 6.1%
CN(C)c1ccc(C(c2ccc(N(C)C)cc2)C(O)c2ccccc2)cc1 (configuration not stated)
→ -55.3* | -3.0% | 22.7% | 1.5% | 9.1% | -2.5% | ? | 11.4% | 16.0%
COc1ccc(C/C(N)=N/n2cnnc2)cc1
→ 12.4 | 1.9% | -4.5% | -1.1% | -5.1% | -5.0% | i | 1.7% | 3.0%[9.24 µM]
COc1cc(NC(=O)CN2CCCN(Cc3cccc(F)c3)S2(=O)=O)cc(OC)c1
→ . | 1.4% | . | -18.9% | -23.3% | . | ? | . | .
COC(=O)c1coc(-c2ccc(OC)cc2)c1C(=O)OC
→ 14.6 | -2.0% | -1.3% | 5.2% | 27.7% | -4.4% | ? | 9.8% | ?
CC(C)(C)OC(=O)COc1cc(O)c2c(=O)cc(-c3ccccc3)oc2c1
→ 0.0 | -0.1% | 7.3% | -22.8% | -19.2% | ? | i | 10.3% | 6.4%
COc1ccc(OC)c(NC(=O)CSC2=NCCS2)c1
→ -9.0 | 9.8% | 2.0% | -0.6% | 0.5% | -0.6% | i | 9.0% | 8.6%[9.24 µM]
Cc1cccc(NS(=O)(=O)c2cc3c(cc2C)N(C)CCO3)c1
→ 47.0 | -0.4% | -2.8% | -2.0% | -19.6% | -0.8% | i | 0.0% | -7.2%
O=C(c1ccc(-c2ccccc2Cl)o1)N1CCC1
→ -18.2 | -8.5% | 1.2% | -14.7% | 29.0% | ? | i | -0.8% | -12.4%
COc1ccc(C2=CSC3=NCCN23)cc1OC
→ 12.5 | -7.5% | 3.5% | -16.9% | . | -0.6% | i | 0.3% | -12.1%
COc1ccc(/C=C(\CC(=O)O)c2nc3ccccc3s2)cc1O
→ 64.9 | -2.0% | 5.8% | -0.8% | 13.0% | -8.2% | i | 12.7% | 6.5%
CC(=O)Nc1ccc(OCC(O)CN2CCN(c3ccc(C)c(Cl)c3)CC2)cc1 (configuration not stated)
→ -13.4 | -3.4% | -5.1% | -29.2% | ? | -10.8% | i | -21.2% | -14.4%
CCOC(=O)N1CCC(NC(=O)c2cc(C(=O)Nc3ccc(S(=O)(=O)N4CCOCC4)cc3)ccc2CO)CC1
→ 6.6 | -7.1% | 7.6% | -30.7% | -21.9% | -7.8% | i | 2.3% | 9.2%
N#Cc1ccccc1COc1ccc(/C=C/C(=O)O)cc1
→ 0.0 | -4.1% | -5.5% | -2.2% | . | -4.3% | i | 13.0% | 8.5%
COc1ccc(-c2csc(N3CCC(C(N)=O)CC3)n2)cc1
→ . | -0.4% | 21.9% | -25.1% | -6.5% | -13.6% | i | . | .
COc1ccc(OC)c(/C=N/NC(=O)c2cc[n+](CC(=O)c3ccccc3)cc2)c1
→ -9.1 | 1.9% | ? | -16.3% | 5.4% | 8.1% | i | -3.0% | -3.1%
COc1ccc(C(=O)N(Cc2ccccc2)c2cccc(C)c2)cc1S(=O)(=O)N1CCOCC1
→ -0.4 | -10.1% | -1.8% | -1.8% | 4.4% | 12.7% | i | 1.6% | 4.3%
c1ccc2nc(NN=C3CCCCC3)ccc2c1
→ 23.1 | 7.4% | 7.4% | -0.4% | 59.2%[activator] | 0.1% | i | -3.7% | 0.2%

# Screens (PubChem)
